CBFb-RUNX1 inh – qHTS Assay for Compounds Blocking the Interaction Between CBF-beta and RUNX1 for the Treatment of Acute Myeloid Leukemia. Potency, µM (doses to about 59.8 µM), for inactives: top-dose activity, negative = inhibition, most hits filed as inhibitors. Runt-related transcription factor 1 (Homo sapiens) + Core-binding factor subunit beta …. AlphaScreen CBFb-His/RUNX1-biotin binding, biochemical. 230,000 tested, under 10 active; further: % of control where 0% means no effect
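Proteins preincubated together for 20 min at RT before compound addition; 15 min later, nickel and streptavidin beads were added and left 90 min prior to AlphaScreen measurement.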
L3MBTL1 inh – qHTS Assay for the Inhibitors of L3MBTL1. Potency, µM (highest dose often 57.1 µM), without a hit: at the top dose activity, negative = inhibition, hits mostly inhibitors. AlphaScreen L3MBTL1–H3K9me1 peptide binding. AID 485360, 2010. Lethal(3)malignant brain tumor-like protein 1 (Homo sapiens), Q9Y468. 230,000 compounds, 0.66% hits; further: potency means the concentration at half of the fitted maximal effect; on the % scale 0 is the no-effect control and ±100 the full control effect; nearly all actives have a fitted effect of over 60% in size
Target sequence (Q9Y468 whole entry, looked up): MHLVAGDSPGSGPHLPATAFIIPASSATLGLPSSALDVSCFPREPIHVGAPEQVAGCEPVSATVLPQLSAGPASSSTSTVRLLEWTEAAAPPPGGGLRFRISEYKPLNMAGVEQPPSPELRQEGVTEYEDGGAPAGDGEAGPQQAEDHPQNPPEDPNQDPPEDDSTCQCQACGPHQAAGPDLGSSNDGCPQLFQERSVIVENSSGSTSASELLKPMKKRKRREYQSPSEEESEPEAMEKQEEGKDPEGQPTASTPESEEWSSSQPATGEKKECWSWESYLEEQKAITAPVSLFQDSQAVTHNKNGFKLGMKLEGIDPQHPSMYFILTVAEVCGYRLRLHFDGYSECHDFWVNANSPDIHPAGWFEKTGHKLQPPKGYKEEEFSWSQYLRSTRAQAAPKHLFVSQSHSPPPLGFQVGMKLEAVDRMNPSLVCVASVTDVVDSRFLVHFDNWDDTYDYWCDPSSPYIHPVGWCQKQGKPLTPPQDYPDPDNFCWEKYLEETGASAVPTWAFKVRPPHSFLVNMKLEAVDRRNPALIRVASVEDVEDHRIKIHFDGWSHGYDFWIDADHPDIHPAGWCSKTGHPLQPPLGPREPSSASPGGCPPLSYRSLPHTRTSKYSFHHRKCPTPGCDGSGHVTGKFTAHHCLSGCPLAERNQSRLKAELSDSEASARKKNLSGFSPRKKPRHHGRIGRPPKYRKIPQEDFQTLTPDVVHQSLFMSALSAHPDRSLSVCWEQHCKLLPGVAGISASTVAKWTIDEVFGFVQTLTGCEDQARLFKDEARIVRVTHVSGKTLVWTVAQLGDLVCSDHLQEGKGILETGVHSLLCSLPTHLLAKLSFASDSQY
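AlphaScreen assay: L3MBTL1 (50 nM final) was preincubated 30 min at room temperature with biotinylated H3(1-15)K9me1 peptide (75 nM final), then 30 min with library compounds; streptavidin donor and nickel chelate acceptor beads (10 ug/mL final) added, 30 min dark.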
NPSR antagonist – qHTS Assay for Antagonists of the Neuropeptide S Receptor: cAMP Signal Transduction; 220,000 compounds, 1% hits; AID 1461, 2008; Q6W5P4; Potency, µM (top dose mostly 38.3 µM), for inactives: top-dose activity change, negative = inhibition, hits mostly inhibitors; CHO-NPSR cells, cAMP TR-FRET, antagonist mode; further: potency means the concentration at half of the fitted maximal effect; on the % scale 0 is the no-effect control and ±100 the full control effect; nearly all actives have a fitted effect of over 50% in size; many of its hits are not listed in these tables
Luc counter – Counterscreen for Luciferase (Kinase-Glo TM) Inhibition. 200,000 compounds, 0.28% hits. Potency, µM (series often up to 38.3 µM), without a hit: top-dose activity change, negative = inhibition, usual class: inhibitors. Kinase-Glo luciferase, ATP luminescence, 8 min; further: potency means the concentration at half of the fitted maximal effect; on the % scale 0 is the no-effect control and ±100 the full control effect; nearly all actives have a fitted effect of over 60% in size
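Compounds were added to a substrate mix at pH 7.2 (50 mM imidazole, 10 uM ATP, within the enzyme's linear range), followed by Kinase-Glo detection reagent; luminescence was measured after 8 minutes at ambient temperature.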
IMPase Li inh – qHTS Assay for Identifying the Cell-Membrane Permeable IMPase Inhibitors: Potentiation with Lithium; AID 1457, 2008; 210,000 compounds, 0.35% hits; CHO-M1 cells, IP1 TR-FRET (IP-One), carbachol + lithium; Potency, µM (series often up to 59.4 µM), for the others: at the highest dose activity, negative = IMPase inhibition, actives largely listed as inhibitors;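 further: IP1 builds up when IMPase is blocked and the TR-FRET signal falls; potency means the concentration at half of the fitted maximal effect; plate controls were basal vehicle for no effect and high inhibitor control for full effect; nearly all actives have a fitted effect of over 50% in size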
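CHO cells stably expressing M1 receptor (2000/well) were cultured 16–30 h, then exposed to compounds with a small lithium addition for 30 min at 37C. IP1 was measured by TR-FRET competition; AC50 from Hill fits.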
HttQ103 aggreg – qHTS Multiplex Assay to Identify Dual Action Probes in a Cell Model of Huntington: Aggregate Formation (GFP); PC12 HttQ103-GFP aggregates, Acumen cytometry, 40 h; Potency, µM (highest dose often 46.1 µM), inactives show at the top dose activity change, negative = inhibition, usual class: inhibitors; 220,000 compounds, 1.1% hits; further: potency means the concentration at half of the fitted maximal effect; on the % scale 0 is the no-effect control and ±100 the full control effect; nearly all actives have a fitted effect of over 60% in size
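PC12/HTTQ103-GFP, ecdysone-inducible; teb 100 nM; cpd qHTS titration; GFP aggregates read on laser cytometer, Ex 488/Em 500-530 nm.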
Epigenetic derep – Quantitative High-Throughput Screen for Regulators of Epigenetic Control; Potency, µM (top dose mostly 53.9 µM), without a hit: at the highest dose GFP activation, actives largely listed as activators; murine LDR cells, GFP reporter derepression, 30 h; 280,000 compounds, 0.2% hits; further: potency means the concentration at half of the fitted maximal effect; % of control where 0% means no effect; nearly all actives have a fitted effect of over 60% in size
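GFP-positive cell count by laser-scanning cytometry (objects 20–120 um) after 30 h, 37 C compound exposure of murine LDR cells; reporter is CMV-GFP integrated at a silenced locus, inducible by HDAC or DNMT inhibitors.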
* hit, by the source's call; ? = inconclusive; · = no result given; & = joins results of further samples; [ ] = another dose, or the depositor's remark. The call rests on the fitted dose curve; in most records, active means well fitted curve in the direction sought with a large enough effect; inconclusive means small, poorly fitted or top-dose-only effect, or another doubt; inactive means no such curve, though single readings can be large; an effect the other way counts as inactive or inconclusive.

Every second line gives: IMPase Li inh	NPSR antagonist	HttQ103 aggreg	CBFb-RUNX1 inh	Epigenetic derep	L3MBTL1 inh	Luc counter
> Nc1nc(SCC(=O)N2N=C3/C(=C/c4ccco4)CCCC3C2c2ccco2)n[nH]1 (stereo unspecified)
  25%[38.3 µM]	-16%[46.1 µM]	13%	-13%	-1.0%	·	-3%
> O=C(NCc1ccco1)c1c[nH]c2ccc(S(=O)(=O)N3CCOCC3)cc2c1=O
  18%[38.3 µM]	-26%[46.1 µM]	7%	2%	-6.3%	-3%	-2%
> Cc1onc(-c2ccccc2Cl)c1C(=O)N1CC(C)OC(C)C1 (stereo unspecified)
  13%[38.3 µM]	10%[46.1 µM]	-9%	14%	-1.0%	·	4%
> CCN(CC)C(=O)CSc1nnc(CSc2ncccn2)n1C
  ·	12%	3%[9.22 µM]	3%	-2.2%	·	·
> CN(CC(=O)Nc1ccccc1N1CCOCC1)S(=O)(=O)c1ccc(Cl)cc1
  32%[activator][38.3 µM]	-20%[46.1 µM]	31%	-1%	-0.2%	·	-1%
> COc1cccc(CN2CCN(Cc3cc4ccccc4[nH]3)CC2CCO)c1 (stereo unspecified)
  ·	-3%	-10%[9.22 µM]	-3%	-1.1%	-18%	·
> COc1ccc(C(=O)CSc2nc3ccccc3n2CC(=O)c2ccccc2)cc1
  14%[38.3 µM]	?	-10%	-3%	-2.0%	0%	4%
> CCOC(=O)C1=C(C)NC(C)=C(C(=O)OCC)C1C(=O)OCC(=O)N1CCCCC1CC (stereo unspecified)
  -6%[38.3 µM]	0%[46.1 µM]	1%	2%	0.1%	·	0%
> COc1ccc(-c2noc(CCc3ccccc3)n2)cc1
  19%	-5%	-13%	?	1.1%	86%[activator]	1%
> COc1cccc(C(=O)NC(=S)NCc2ccco2)c1
  -2%	0%	-8%	1%	0.9%	-6%	5%
> CS(=O)(=O)N1CCN(c2cccc(Cl)n2)CC1
  22%[38.3 µM]	7%[46.1 µM]	1%	-1%	0.6%	·	1%
> COc1ccc(C(=O)Nc2ccc(C(=O)OCC(=O)c3ccccc3)cc2)cc1
  -3%[38.3 µM]	18%[46.1 µM]	-2%	3%	-1.2%	5%	-3%
> O=C(Nc1cccnc1)C1CC(c2ccc(Cl)c(Cl)c2)=NO1 (stereo unspecified)
  1%	-1%[46.1 µM]	5%	8%	0.0%	-6%	5%
> COc1ccc(NC(=O)C2=C(C)Nc3ncnn3C2c2ccccc2C(F)(F)F)c(OC)c1 (stereo unspecified)
  12%[38.3 µM]	3%[46.1 µM]	11%	-2%	0.6%	0%	-2%
> c1ccc(C2NCCc3ccccc32)cc1 (stereo unspecified)
  10%	0%	-3%[9.22 µM]	7%	0.0%	-3%	2%
> Cc1cccc2sc(NC(=O)CNS(=O)(=O)c3ccc(Br)s3)nc12
  17%[38.3 µM]	2%[46.1 µM]	-14%	-2%	-1.3%	-6%	-4%
> CC(=O)OCC(=O)[C@@]1(O)CC[C@H]2[C@@H]3CCC4=CC(=O)CC[C@]4(C)[C@H]3[C@@H](O)C[C@@]21C
  -1%	-17%	3%	4%	-3.0%	7%&-13%	-1%
> Cn1cc(/C=C/C(=O)c2ccccc2)c2ccccc21
  ·	-48%	1%[9.22 µM]	21%	17%	·	·
> CCSc1nnc(NC(=O)C(CC)Oc2ccccc2)s1 (stereo unspecified)
  14%[38.3 µM]	-22%[46.1 µM]	7%	15%	-5.8%	10%	0%
> CCN(CC)c1ccc(/C=C2/C(=O)N(c3ccc([N+](=O)[O-])cc3)N=C2N2CCOCC2)cc1
  -17%[38.3 µM]	-13%[46.1 µM]	9%	-4%	0.0%	-4%	7%
> Cc1cc(C)c(OCCN2CC(C)OC(C)C2)c(Br)c1 (stereo unspecified)
  -2%	-9%	1%[9.22 µM]	2%	-1.9%[10.1 µM]	0%	0%
> COc1cccc(CNn2cnnc2)c1OCc1ccccc1F
  19%[38.3 µM]	2%[46.1 µM]	-10%	2%	0.0%	·	1%
> Cc1ccc(Cn2c(SCCN3CCOCC3)nc3c2c(=O)n(C)c(=O)n3C)cc1
  ·	-3%[46.1 µM]	30%	-4%	-7.0%	-1%	·
> Cc1cc(C)c2c(N)c3cccc(C)c3nc2n1
  14%	-14%	13µM*	?	12%	-5%	11%
> O=C(O)CCn1cc(/C=C2/NC(=S)N(c3ccccc3)C2=O)c(-c2ccccc2)n1
  0%	-16%	0%	14%	-3.2%	-1%	1%
> CCOC(=O)N1CCN(C(=O)CSCC(=O)Nc2nc(-c3cccs3)cs2)CC1
  11%	9%	-14%	3%	-1.0%	7%	2%
> COc1ccccc1OCCNC(=O)c1cc(F)c(F)cc1Cl
  9%	9%	-5%	6%	0.0%	5%	-3%
> Cc1cccc(-n2nnc3c(=O)n(Cc4ccccn4)cnc32)c1
  -6%	19%	3%	-7%	-3.7%	·	10%
> O=[N+]([O-])c1ccc(N2CCN(S(=O)(=O)c3ccccc3)CC2)c2cccnc12
  6%	-18%	2%[9.22 µM]	-9%	-0.2%	-28%	0%
> COc1ccccc1N1CC(C)(C)C(=O)N(C(=O)c2ccc(Cl)cc2)C1=S
  ·	39%	2%[9.22 µM]	-1%	0.1%	-10%	·

Given in CSV form: entries from further up
compound,IMPase Li inh,NPSR antagonist,HttQ103 aggreg,CBFb-RUNX1 inh,Epigenetic derep,L3MBTL1 inh,Luc counter
Nc1nc(SCC(=O)N2N=C3/C(=C/c4ccco4)CCCC3C2c2ccco2)n[nH]1 (stereo unspecified),25%[38.3 µM],-16%[46.1 µM],13%,-13%,-1.0%,·,-3%
O=C(NCc1ccco1)c1c[nH]c2ccc(S(=O)(=O)N3CCOCC3)cc2c1=O,18%[38.3 µM],-26%[46.1 µM],7%,2%,-6.3%,-3%,-2%

Next part:
Every second line gives: IMPase Li inh	NPSR antagonist	HttQ103 aggreg	CBFb-RUNX1 inh	Epigenetic derep	L3MBTL1 inh	Luc counter
> CC1(Cc2ccc3c(c2)OCO3)NC(=O)NC1=O (stereo unspecified)
  -9%[38.3 µM]	-12%[46.1 µM]	26%	5%	2.4%	27%	0%
> COc1ccc(NC(=S)Nc2ccccc2)cc1
  2%	13%	5%[9.22 µM]	9%	0.0%	-2%	-5%[7.66 µM]
> CCOC(=O)CSc1nc2c(sc(=S)n2-c2ccccc2)c(=O)[nH]1
  -5%	-12%	-4%	1%	1.0%	8%	5%
> Cc1c(C#N)c(NC(=O)c2ccccc2)n(Cc2ccccc2)c1C
  33%[38.3 µM]	-15%[46.1 µM]	-2%	-7%	4.5%	-9%	4%
> CCOC(=O)c1c(C)sc2c1N(C(=O)CCl)c1cc(Cl)ccc1S2
  27%[38.3 µM]	?	?	-12%	3.7%	-7%	2%
> COc1ccc2oc(=O)c(-c3ccccc3C(=O)N3CCOCC3)cc2c1
  -6%	-55%	6%	-6%	-1.3%	11%	1%
> Cc1cc(=O)oc2cc(OCC(=O)OCC(=O)Nc3c(C)n(C)n(-c4ccccc4)c3=O)ccc12
  0%	2%	-6%	?	-4.5%	·	-2%
> Cc1cccc(Cl)c1NC(=S)N1CCN(c2ccc([N+](=O)[O-])cn2)CC1
  ·	-19%	-7%[9.22 µM]	3%	0.0%	·	·
> CCOc1ccc2[nH]c(=O)c(CN(Cc3ccco3)C(=O)c3ccc(Br)cc3)cc2c1
  6%[38.3 µM]	?	-28%	-3%	?	-2%	0%
> O=C(Nc1cccc(Cl)c1)Nc1sccc1-c1nc2ccccc2s1
  ·	-48%	20%[9.22 µM]	24%	0.0%	29%	·
> O=C(CS(=O)c1ccccc1[N+](=O)[O-])Oc1ccc(Br)cc1 (stereo unspecified)
  0%	-10%	17%[9.22 µM]	7%	2.3%	14%	·
> CC1CC(C)CN(C(=O)CSc2nnc(-c3ccc(F)cc3)o2)C1 (stereo unspecified)
  1%[38.3 µM]	-9%[46.1 µM]	3%	0%	-1.2%	·	-1%
> Cn1c(=O)cc(SCC(=O)NCCCN2CCN(c3ccccc3F)CC2)c2ccccc21
  ·	?	-13%	1%	0.2%	1%	·
> O=C(CCCNC(=O)/C(=C\c1ccc(F)cc1)NC(=O)c1ccccc1)OCc1ccccc1
  -1%[38.3 µM]	-25%[46.1 µM]	0%	0%	0.0%	2%	-4%
> COc1cc(NC(=O)/C=C/c2ccccc2[N+](=O)[O-])cc(OC)c1
  -1%	-13%	-3%	-21%	0.0%	-3%	-4%
> CSc1nc(Cl)cc(N(CCO)CCO)n1
  -4%[38.3 µM]	-5%[46.1 µM]	-27%	5%	0.0%	4%	-5%
> CCn1ncc(/C=N/NS(=O)(=O)c2ccc(Cl)cc2)c1C
  -5%[38.3 µM]	-11%[46.1 µM]	-10%	2%	-1.1%	3%	-2%
> O=c1c2c([N+](=O)[O-])cc([N+](=O)[O-])cc2sn1-c1ccc(Br)cc1
  4%	26%	6%	-21%	4.2%	-18%	5%
> CCOc1ccc(CCNC(=O)c2cccc(C#N)c2)cc1OCC
  14%	2%	15%	2%	-1.2%	-3%	5%
> CC1(C)[C@H]2CC[C@]1(C)[C@@H](OC(=O)C[N+]1(C)CCOCC1)C2
  ·	-18%	-4%[9.22 µM]	2%	4.5%	5%	·
> Cc1cc(OCC(F)(F)C(F)(F)C(F)(F)C(F)(F)C(F)(F)C(F)F)nc(N)n1
  9%[38.3 µM]	-27%[46.1 µM]	-7%	3%	2.1%	6%	-1%
> COc1ccc(CC(=O)Nc2cccc(C(=O)O)c2C)cc1
  10%[38.3 µM]	3%[46.1 µM]	6%	15%	-0.8%	-10%	-6%
> Cn1c(=O)cc(OCCCC(=O)Nc2ccccn2)c2ccccc21
  2%[38.3 µM]	2%[46.1 µM]	?	0%	0.0%	3%	-4%
> CC(C)c1ccc(-c2nn[nH]n2)cc1
  -3%[38.3 µM]	?	6%[9.22 µM]	1%	4.6%	11%	-1%
> Cc1ccc2c(c1)c(=O)c1c3n2CCN(C(=O)CCl)C3CC1 (stereo unspecified)
  43%[activator][38.3 µM]	?	-2%	?	4.9%	·	-9%

High-throughput results deposited in PubChem by National Center for Advancing Translational Sciences (NCATS).

Some of the compounds tested; the hit share may differ from the screen's.
